Bioassay records as filed in PubChem BioAssay.
Mot1-301 SUMO = SUMOylation pathway inhibition by Mot1-301 growth rescue; S. cerevisiae Mot1-301 growth rescue, ATP luminescence, 38.5C; percent above DMSO median, 100 means doubled; AID 2716; 320,000 tested, 1% active; growth rescue, % at 18.8 µM;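 active = every valid replicate shows activation above 250% relative to neutral control wells; inactive = the rest, any valid replicate at or below 250%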;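 also: OY570 slx delta 5 strain wells were the positive control but not used for scaling; some compounds called inactive have numbers as strong as hits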
OPRM1-OPRD1 ag = OPRM1-OPRD1 heterodimerization agonism; P35372+P41143; cells, luminescence; activation, % at 9.3 µM; 340,000 tested, 0.3% active; in the data active = activation above about 18%;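 also: 0% = vehicle-treated cells and 100% = reference agonist; values of inactives mirror those of a sister screen read the other way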
HTR5A inv ctr = HTR5A inverse agonism, opioid heterodimer counter-screen; P47898; HTR5A cell line, luminescence; inhibition, % at 9.3 µM; 340,000 tested, 0.083% active; AID 504634; in the data active = inhibition mostly above about 23%, no sharp cut-off; inactive = mostly below about 18%;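 also: 0% = cells with DMSO and 100% = no-cell wells with DMSO; some compounds called inactive have numbers as strong as hits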
Target sequence (P47898 whole entry, looked up): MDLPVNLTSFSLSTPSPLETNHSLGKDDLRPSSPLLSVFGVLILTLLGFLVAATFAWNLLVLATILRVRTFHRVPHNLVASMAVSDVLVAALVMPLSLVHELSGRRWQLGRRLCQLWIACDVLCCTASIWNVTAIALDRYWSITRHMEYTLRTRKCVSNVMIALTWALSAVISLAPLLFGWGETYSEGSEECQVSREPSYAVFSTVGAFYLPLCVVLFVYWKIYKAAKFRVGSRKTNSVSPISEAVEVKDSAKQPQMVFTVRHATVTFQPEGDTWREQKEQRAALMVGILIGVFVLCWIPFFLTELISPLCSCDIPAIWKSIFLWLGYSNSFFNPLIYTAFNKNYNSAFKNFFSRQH
PKA-R1A activ = PKA-R1A complex activation | 340,000 tested, 0.083% active | P00514+P68181 | activation, % at 11.4 µM | PKA-R1A dissociation, Cy5-IP20 fluorescence polarization; scaled: DMSO 0%, 113 µM cGMP 100%;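 active = percent activation above the mean of all tested compounds plus 3 SD, cut at about 19% in these data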;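 also: higher means more PKAc released from R1A so a rise in polarization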
AddAB inh = less growth of phage-infected E. coli with AddAB | 330,000 tested, 0.29% active | E. coli expressing H. pylori AddAB, absorbance growth | inhibition, % at 11.9 µM | AID 435030; in the data active = inhibition above about 12%;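 also: 0% = vehicle wells of infected cells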
phage Ecoli inh = E. coli growth loss with phage present. AID 651602. growth absorbance. inhibition, % at 11.9 µM. 360,000 tested, 0.26% active; in the data active = inhibition above about 11%
E coli growth = bacterial growth inhibition, counter-screen for AddAB inhibitors. E. coli V3065 growth, OD600 absorbance, 18 h. inhibition, % at 11.9 µM. 330,000 tested, 0.27% active. AID 449728;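 active = inhibition above the campaign's mean inhibition across all tested compounds plus 3 SD, cut at about 9.9% in these data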;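 also: uninfected addAB+ strain grown without phage in ampicillin broth; 0% = DMSO wells and 100% = ciprofloxacin 0.95 µg/ml wells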
OPRM1-OPRD1 inv = inverse agonists of human mu-delta opioid receptor heterodimerization. P35372+P41143. cell-based MOR-DOR heterodimer luminescence, inverse agonism. inhibition, % at 9.3 µM. 340,000 tested, 0.21% active. AID 504357; in the data active = inhibition above about 22%, passing the limit was not always enough;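 also: 0% = cells with DMSO and 100% = wells without cells with DMSO; values of inactives mirror those of a sister screen read the other way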
PfHsp90 yeast 2 = reduces growth (ATP signal) of yeast expressing P. falciparum Hsp90; 310,000 tested, 0.32% active; S. cerevisiae expressing PfHsp90, BacTiter-Glo ATP, 48 h; yeast lacking PDR1 and PDR3 efflux regulators; inhibition, % at 9.4 µM;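 active = every replicate shows inhibition above about 80%, whatever the replicate mean, limit read from the data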;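 also: 0% = DMSO neutral controls and 100% = 20 µM radicicol positive controls; yeast relying on Plasmodium falciparum Hsp90 in place of its own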
PKA-R2B activ = activates the human PKA-R2B holoenzyme complex; P22694+P31323; PKA-R2B holoenzyme dissociation, Cy5-IP20 fluorescence polarization; R2B truncated from residue 108, S112A mutant; 0% DMSO only, 100% 113 µM cGMP; activation, % at 11.4 µM; 340,000 tested, 0.079% active; AID 504700;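 active = activation above a cutoff set at the mean over all compounds plus 3 SD, cut at about 18% in these data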;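 also: higher means more holoenzyme dissociation and a rise in polarization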
Target sequence (P31323 whole entry, looked up, other chains not shown, the tested form may be a part): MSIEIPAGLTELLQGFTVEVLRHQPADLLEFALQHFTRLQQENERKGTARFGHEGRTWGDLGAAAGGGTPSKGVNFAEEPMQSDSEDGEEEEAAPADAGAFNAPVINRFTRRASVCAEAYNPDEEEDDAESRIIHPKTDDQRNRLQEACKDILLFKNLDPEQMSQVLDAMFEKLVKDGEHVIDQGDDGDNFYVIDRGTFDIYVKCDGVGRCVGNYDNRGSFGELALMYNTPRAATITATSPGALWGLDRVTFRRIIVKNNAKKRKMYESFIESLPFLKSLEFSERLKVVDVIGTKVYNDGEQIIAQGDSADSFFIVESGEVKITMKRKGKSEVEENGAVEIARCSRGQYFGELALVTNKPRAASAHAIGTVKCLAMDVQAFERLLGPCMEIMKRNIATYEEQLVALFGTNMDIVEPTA
Tat transport = E. coli Tat transport inhibition; E. coli MC4100 TorA-mCherry Tat export, fluorescence; inhibition, % at 10 µM; 340,000 tested, 0.036% active;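 active = mean replicate inhibition at least 50% and at least half of replicates individually reaching 50%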;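 also: exported cargo escapes ClpAP degradation while cytoplasmic cargo is degraded and loses fluorescence; 0% = median of neutral control wells and 100% = median of NaSCN control wells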
The depositor's hits bear a star; / = no result given.

The line under a structure holds: Mot1-301 SUMO | OPRM1-OPRD1 ag | HTR5A inv ctr | PKA-R1A activ | AddAB inh | phage Ecoli inh | E coli growth | OPRM1-OPRD1 inv | PfHsp90 yeast 2 | PKA-R2B activ | Tat transport
CC1(C)CC(=O)C2=C(C1)OC(c1ccncc1)C(C#N)=C2N (stereo not drawn)
    -16 | -2.7 | 5 | 1 | 0.2 | 1.5 | -3.5 | 16 | / | 1 | 0
CCN1CCN(C(=S)Nc2ccc3nc(N4CCN(C)CC4)cc(C)c3c2)CC1
    3 | -1.8 | -11 | -4 | -0.2 | 2.9 | 0.9 | 10 | 21 | -4 | 1
CCOC(CNC(=O)c1ccc(N2CCc3ccccc32)c([N+](=O)[O-])c1)OCC
    1 | -2.2 | 18 | 2 | 1.9 | -0.2 | 4.2 | 13 | 3 | -1 | -1
COc1ccccc1CNC(=O)C1CCC(CNc2c(N3CCC(C)CC3)c(=O)c2=O)CC1 (stereo not drawn)
    -21 | -1.7 | -25 | -1 | -1.9 | -1.1 | -0.4 | 9 | -11 | 1 | -5
O=C(NNC(=O)C12CC3CC(CC(C3)C1)C2)c1ccccn1
    998* | -2.4 | -12 | 4 | -7.2 | -6.7 | -5.8 | 12 | -7 | 7 | -6
O=[N+]([O-])c1ccccc1S(=O)(=O)N1CCN(Cc2ccc3c(c2)OCO3)CC1
    22 | -0.2 | 3 | -4 | 2.3 | 3.2 | 0.8 | 1 | 5 | -4 | 0
CCOc1ccc(N2C(=O)S/C(=C\c3cccn3C)C2=O)cc1
    -5 | 2.1 | -45 | 5 | 2.8 | 1.7 | -0.5 | -11 | -11 | -4 | -5
COc1cc(CN2CCNC(=O)C2CC(=O)NC2CCC2)cc(OC)c1 (stereo not drawn)
    / | -1.2 | -4 | -22 | 4.4 | -0.1 | 0.5 | 6 | 1 | 2 | -2
CCOC(=O)c1c(NC(=O)C2COc3ccccc3O2)sc(C(C)=O)c1C (stereo not drawn)
    -11 | 0.6 | 5 | -3 | 2.3 | -1.0 | -1.1 | -3 | -12 | -9 | -4
O=C(Nc1ccccc1F)c1ccc(Cn2cc(Br)cn2)cc1
    -29 | 0.0 | 7 | 0 | 4.5 | 5.2 | 1.5 | 0 | 17 | -3 | -4

Results in OPRM1-OPRD1 ag, PfHsp90 yeast 2 and HTR5A inv ctr, for some of the entries so far:
mol,OPRM1-OPRD1 ag,PfHsp90 yeast 2,HTR5A inv ctr
CCOC(CNC(=O)c1ccc(N2CCc3ccccc32)c([N+](=O)[O-])c1)OCC,-2.2,3,18
COc1ccccc1CNC(=O)C1CCC(CNc2c(N3CCC(C)CC3)c(=O)c2=O)CC1 (stereo not drawn),-1.7,-11,-25
O=C(NNC(=O)C12CC3CC(CC(C3)C1)C2)c1ccccn1,-2.4,-7,-12

Continued:
The line under a structure holds: Mot1-301 SUMO | OPRM1-OPRD1 ag | HTR5A inv ctr | PKA-R1A activ | AddAB inh | phage Ecoli inh | E coli growth | OPRM1-OPRD1 inv | PfHsp90 yeast 2 | PKA-R2B activ | Tat transport
O=C(NCc1ccccc1)c1ccc2c(c1)S(=O)(=O)c1cc(Cl)ccc1C2=O
    17 | 6.6 | -13 | 6 | 0.4 | -0.6 | -2.3 | -38 | 4 | -2 | 1
Cc1cc(N)n2ncc(-c3cccc(Br)c3)c2n1
    40 | 0.3 | -8 | -6 | 1.1 | 3.7 | -1.1 | -2 | -11 | -13 | 20
Clc1ccc(CNCCCSc2ncccn2)cc1
    10 | -2.2 | -2 | 0 | 1.1 | -0.7 | -2.0 | 11 | -15 | 1 | -9
Cc1ccc(CSCCNC(=O)c2ccc(NS(C)(=O)=O)cc2)cc1
    453* | -2.4 | 1 | -3 | 1.0 | 5.8 | 0.9 | 12 | -14 | 4 | -2
Cc1ccc2[nH]c3nc(NN)nnc3c2c1
    -18 | -3.5 | 2 | -4 | / | 2.0 | / | 18 | -1 | -8 | 2
Cc1cccc(NC(=O)C[n+]2ccc(N(C)C)cc2)c1
    83 | -3.0 | -3 | -7 | 2.0 | 3.0 | -2.6 | 14 | 0 | -11 | 7
CCOc1ccc(CCNC(=O)COn2nnc3ccc(S(=O)(=O)N4CCOCC4)cc32)cc1OCC
    11 | -2.5 | 3 | -8 | -3.3 | 0.9 | -0.6 | 13 | -10 | -5 | -4
CS(=O)(=O)N1CCN(c2cccc(Cl)n2)CC1
    / | 0.6 | -6 | 9 | 2.7 | 1.9 | -0.1 | -4 | -2 | 0 | -1
COC(=O)CSc1n[nH]c(-c2cccnc2)n1
    4 | -1.5 | 3 | -1 | 0.3 | -0.5 | 0.1 | 8 | -30 | -4 | -4
CC(C)(C)C(=O)Cn1ncc(Cl)c(Cl)c1=O
    / | 2.7 | 0 | -3 | / | 1.4 | / | -18 | 6 | -11 | 5
Cc1ccccc1NC(=O)CCCNC(=O)c1ccc(Cl)cc1
    68 | -2.4 | -16 | -5 | 3.1 | 3.0 | 0.0 | 12 | 7 | -3 | -1
O=C(COc1ccccc1Cl)NCc1nc(-c2ccccc2)no1
    14 | 3.9 | -10 | 3 | -4.0 | 0.2 | -1.8 | -16 | -66 | -4 | 3
CC1CCc2sc3ncn4nc(C(=O)NCc5ccco5)nc4c3c2C1 (stereo not drawn)
    -8 | -1.3 | 1 | 14 | 1.0 | 3.8 | -1.0 | 7 | -29 | -4 | -3
COc1ccc(N(CC(=O)N2CCCCCC2)S(=O)(=O)c2c(C)[nH]c(=O)[nH]c2=O)cc1
    3 | -1.8 | -14 | -6 | -0.2 | 1.9 | 0.2 | 11 | -6 | 3 | -5
COC(CNC(=O)c1cccc2c1C(=O)N(Cc1cccnc1)C2)OC
    7 | -0.8 | -8 | -5 | 1.7 | 0.2 | -1.2 | 5 | / | -15 | -4
O=C(O)c1cc(-c2cccnc2)nc2ccccc12
    -1 | -2.5 | 16 | -12 | -1.9 | 0.9 | -1.2 | 12 | 10 | -7 | -5
O=C1CC(Cc2ccccc2)C(=O)N1c1ncccn1 (stereo not drawn)
    -1 | -2.0 | 12 | -4 | -2.5 | -2.4 | -2.9 | 11 | 13 | 0 | -4
Cc1cc(S(=O)(=O)N2CCCCCC2)c(Cl)cc1Cl
    11 | 5.0 | -7 | -13 | 0.6 | 2.4 | -3.9 | -30 | / | 1 | 10
CCSCCOC(=O)C1=C(C)N(C)C(=O)NC1c1ccc2c(c1)OCO2 (stereo not drawn)
    73 | -2.5 | 8 | -14 | 1.1 | 0.6 | 1.9 | 12 | -6 | -1 | 6
CN1CCN(S(=O)(=O)c2ccc(NC(=O)c3cccc(S(=O)(=O)N4CCCC4)c3)cc2)CC1
    -9 | -0.1 | -20 | -12 | -1.4 | 2.3 | -0.1 | 0 | 1 | 7 | 0
CCC(C)NCCOc1ccc(C)cc1[N+](=O)[O-] (stereo not drawn)
    / | -0.1 | -4 | -6 | / | 3.1 | / | 1 | -15 | 0 | -1
O=C(CCN1C(=O)C2C3C=CC(C3)C2C1=O)NC1CCCc2ccccc21 (stereo not drawn)
    -9 | -2.2 | 21 | 4 | 1.8 | 2.9 | -0.6 | 13 | 0 | 5 | 14
COc1ccc(/C=C2/SC(=O)NC2=O)cc1
    116 | -3.5 | 9 | 10 | 7.2 | 6.0 | 2.9 | 17 | -31 | -4 | -7
O=S1(=O)CCOC[C@H](c2ccccc2)N1Cc1ccccc1
    -18 | 0.3 | 1 | -3 | 2.9 | 2.1 | -0.9 | -2 | 30 | -6 | 6
CC(=O)Nc1ccc2c(c1)CCC2=O
    0 | -1.7 | -6 | -10 | 2.9 | 4.5 | 0.8 | 10 | 3 | 1 | 7
CC(Sc1nnc(-c2cccnc2)n1N)C(=O)N1CCOCC1 (stereo not drawn)
    -4 | -0.1 | -2 | 1 | -1.3 | 3.8 | 0.9 | 0 | -12 | -6 | -7
CCCN(CCC)CCCNC(=O)c1ccc(CS(=O)(=O)c2c(Cl)cccc2Cl)o1
    12 | -3.1 | -8 | -1 | -0.6 | 0.9 | 2.5 | 14 | -9 | 5 | -9
O=C1NCC(Nc2ccccc2Cl)C(=O)N1 (stereo not drawn)
    / | -3.1 | -2 | -11 | / | 2.1 | / | 14 | -15 | 1 | 4
Cc1ccc(C(=O)O/N=C/c2c(C)nn(C)c2Cl)cc1
    317 | -2.1 | 3 | 7 | 4.0 | 2.0 | 2.1 | 11 | 7 | -6 | -3
O=C(N/N=C\C=C\c1ccco1)c1cc(-c2ccc3ccccc3c2)n[nH]1
    594* | 6.1 | -1 | -8 | -1.2 | 2.6 | -2.5 | -44 | 10 | 3 | -5

(listing goes on)
compound,Mot1-301 SUMO,OPRM1-OPRD1 ag,HTR5A inv ctr,PKA-R1A activ,AddAB inh,phage Ecoli inh,E coli growth,OPRM1-OPRD1 inv,PfHsp90 yeast 2,PKA-R2B activ,Tat transport
CN1CCCCCC1=Nc1ccc([N+](=O)[O-])cc1,2,-2.2,2,-9,3.0,3.9,1.3,11,5,-5,-3
O=C(COC(=O)c1ccc(O)cc1)Nc1ccccc1,-22,-3.2,10,-3,-2.3,0.4,-1.4,15,-16,-11,-1
CN1C[C@@H]2[C@@H]3C(=O)N(C)C(=O)[C@@H]3[C@](Cc3ccccc3)(C1=O)N2C(=O)c1ccccc1,/,-0.1,10,7,/,2.1,/,1,4,1,-5
O=C(CN1C(=O)CCSc2ccc(S(=O)(=O)N3CCCC3)cc21)Nc1ccccc1,0,-1.7,20,-15,3.5,2.2,-1.5,9,-13,-8,-2
Cc1cc(NC(=O)CN2CCCC(C)C2)n(-c2nc3ccccc3s2)n1 (stereo not drawn),/,-1.0,-19,-7,/,-0.2,/,6,6,-1,-5
Cc1c(C(=O)N2CCN(C/C=C/c3ccccc3)CC2)oc2c(F)cccc12,5,-1.3,-2,-11,1.9,-0.4,-0.5,5,-7,-12,10
O=C(CN1C(=O)NC2(CCCCC2)C1=O)N1CCN(S(=O)(=O)/C=C/c2ccccc2)CC1,-3,-0.6,-11,-16,-0.9,-2.2,0.4,4,-9,2,-8
O=C(NCCc1ccccn1)c1cc(-c2ccccc2Cl)nc2ccccc12,1,1.0,-3,-5,1.3,0.0,-2.1,-5,28,4,-6
CCOC(=O)c1sc2nc(C)nc(SCC(=O)NC(C)CCc3ccccc3)c2c1C (stereo not drawn),-3,-0.3,4,-4,4.4,4.7,-2.5,2,3,4,-8
Cc1cc(NC(=O)c2ccccc2)ccc1NC(=O)Cc1ccccc1,-10,0.0,-15,-19,1.9,0.1,0.4,0,11,0,-7
O=C(CN1CCCc2ccccc21)NC(=O)NC1CCCCC1,1,3.6,21,-6,1.7,1.1,1.4,-17,1,-8,-6
CSc1nc(NCCOCCO)c2sc3nc(-c4ccco4)c4c(c3c2n1)CCC4,7,-2.6,2,6,1.8,-1.0,-2.1,11,-40,6,3
COc1ccc(CC(=O)NC(C)c2nnc(SCC(=O)Nc3nc(C)cs3)n2C)cc1 (stereo not drawn),-8,-0.9,-15,-13,5.7,0.9,-0.2,5,4,5,-8
CC(=O)c1ccc(OCCCC(=O)OCC(=O)Nc2ccc3[nH]c(=O)[nH]c3c2)cc1,-16,-0.9,1,-5,-0.2,2.4,-1.9,6,-26,1,1
O=C(CCNS(=O)(=O)c1cccc2nonc12)NC1CCCc2ccccc21 (stereo not drawn),70,-0.5,4,0,0.1,2.3,-2.9,3,-17,-7,1
